# From PubChem BioAssay
# GALK inhibitor = inhibitors of human galactokinase | P51570 | Purified GALK, Kinase-Glo residual ATP luminescence | Potency, µM (doses to about 57.5 µM), without a hit: at the top dose activity change, negative = inhibition, actives largely listed as inhibitors | 0.007% of 270,000 active | AID 1868; further: potency means the concentration at half of the fitted maximal effect
#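 The enzyme phosphorylates galactose (100 uM) using ATP (35 uM); inhibition is detected as higher residual ATP, quantified by bioluminescence after 1 h reaction at room temperature, pH 8.0.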
# FBPA coupling cs = inhibits coupling enzyme system, counter-screen for aldolase hits; 0.67% of 290,000 active; activity change, negative = inhibition, % at 58.2 µM, hits read low; coupling enzyme system counterscreen, AmpLite Red fluorescence; in the data active means activity change below about -30%
#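 Final compound at 57.5 uM, incubated 10 min at RT with coupling enzyme reagent (glyceraldehyde-3-phosphate), then 20 min with substrate and AmpLite Red detection. Fluorescence read at 525/598 nm; tests interference with the coupling assay, not aldolase inhibition.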
# Giardia kill = kills Giardia lamblia; activity change, % at 7.66 µM, hits read low; 0.15% of 340,000 active; Giardia lamblia trophozoite viability; AID 540267; in the data active means activity change below about -80%; inconclusive means between about -30% and that limit;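 further: parasites exposed to compound for two days anaerobically before the ATP read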
#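 Compounds were tested on trophozoites seeded at 100 cells/well and held 48 hrs at 37 deg C anaerobically. An ATP-based luminescent kit measured the remaining live cells.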
# BCR signal inh = inhibitors of chronic active B-cell receptor signaling | ABC-DLBCL IkBa-CBG/CBR reporter, luminescence ratio, 4 h | Potency, µM (highest dose often 46.1 µM), for inactives: at the top dose ratio change, negative = lower green/red ratio, hits mostly inhibitors | 0.05% of 340,000 active | AID 493014; active means well fitted inhibition curve with a large enough effect in the signal ratio, with a control signal flat, not every such curve was filed as active; inconclusive means small, poorly fitted or top-dose-only effect, or effect the other way, or a change in a side signal; the % refers to the signal ratio;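 further: potency means the concentration at half of the fitted maximal effect; plate controls were basal doxycycline-induced cells for no effect and cells given 10 µM MG132 for full effect; MG132 reads +100%, hits lower the ratio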
#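 TMD8 ABC-DLBCL cells carrying doxycycline-inducible green luciferase fused to IkappaBalpha plus unfused red luciferase were exposed to compounds (up to 46 uM) for 4 hrs at 37C. Activity came from the overlap-corrected green/red luminescence ratio.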
# PKM2 act = activators of human pyruvate kinase M2; P14618; purified PKM2, Kinase-Glo ATP luminescence, activation; response scale: 0% is enzyme alone, no compound; Potency, µM (series often up to 57.5 µM), inactives show top-dose activation, usual class: activators; 0.34% of 260,000 active; AID 1631; further: potency means the concentration at half of the fitted maximal effect; nearly all actives have a fitted effect of over 55% in size
#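 Purified hPK-M2 (>95%) run at intermediate activity with 0.1 mM ADP and 0.5 mM PEP in 50 mM imidazole pH 7.2, KCl, MgCl2; 1 h room temperature. ATP formed read by Kinase-Glo luminescence; normalized to uninhibited and no-enzyme controls.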
# B2AR arrestin = recruits beta-arrestin to the human beta2-adrenergic receptor. P07550. Potency, µM (series often up to 46.1 µM), for the others: at the highest dose activation, actives largely listed as activators. 0.02% of 330,000 active. beta-arrestin recruitment to beta2AR, cell-based reporter. AID 492947;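 further: potency means the concentration at half of the fitted maximal effect; 0% = DMSO controls and full agonism = EC100 isoproterenol or metaproterenol; nearly all actives have a fitted effect of over 65% in size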
# Target sequence (P07550 whole entry, looked up): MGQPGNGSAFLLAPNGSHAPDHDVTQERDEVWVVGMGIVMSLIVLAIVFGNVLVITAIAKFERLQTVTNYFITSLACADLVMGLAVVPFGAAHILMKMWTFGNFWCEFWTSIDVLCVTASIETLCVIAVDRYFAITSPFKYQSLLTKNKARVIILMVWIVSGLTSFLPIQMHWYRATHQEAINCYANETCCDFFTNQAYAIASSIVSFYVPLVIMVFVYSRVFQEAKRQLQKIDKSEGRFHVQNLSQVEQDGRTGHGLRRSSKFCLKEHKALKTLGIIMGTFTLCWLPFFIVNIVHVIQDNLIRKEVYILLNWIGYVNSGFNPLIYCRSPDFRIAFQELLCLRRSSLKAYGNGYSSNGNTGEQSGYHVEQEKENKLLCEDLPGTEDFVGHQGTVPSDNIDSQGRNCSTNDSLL
# hERG WT inh = inhibitors of human wildtype KCNH2 potassium channel. Q12809. 0.37% of 340,000 active. U2OS, BacMam KCNH2, thallium flux FluxOr; stronger effect = lower value. activity change, % at 1.84 µM;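 active means maximum activity change below -70%; inconclusive means maximum activity change between -70% and -50%; inactive means maximum activity change above -50%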
#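 U2OS cells transduced with wild-type KCNH2 virus are loaded with FluxOr dye for 45 min, and thallium flux is measured in kinetic reads before and after stimulation buffer. Rate constants are normalized to DMSO controls.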
# KCNH2 3.1 block = blocks the human KCNH2 3.1 channel isoform; U2OS KCNH2 3.1, thallium flux FluxOr; stronger effect = lower value; activity change, % (tested at about 1.8 µM); 0.95% of 340,000 active;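 active means maximum activity change below -70%; inconclusive means maximum activity change from -70% to -50%; inactive means maximum activity change above -50%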;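 further: thallium influx rate constant from kinetic fluorescence after stimulation buffer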
#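 We transduce U2OS cells with the mutant 3.1 virus, culture them overnight, load FluxOr with Red40 quencher for 45 min, then add stimulation buffer and read kinetically for 2 min to derive a normalized rate constant.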
# Eya2 phos inh = Eya2 (human) phosphatase inhibition; O00167; 0.006% of 330,000 active; recombinant Eya2, OMFP fluorescence dephosphorylation (OMFP is methylfluorescein phosphate); Potency, µM (highest dose often 76.9 µM), for the others: at the top dose activity, negative = inhibition, hits mostly inhibitors; further: potency means the concentration at half of the fitted maximal effect
#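 Eya2 protein (added as 0.2 uM solution) was preincubated with compound for 10 min at ambient temperature in 50 mM HEPES pH 7.5, 50 mM NaCl, 5 uM MgCl2, 0.05% BSA, 1 mM DTT. OMFP (added at 50 uM) then reacted 10 min; fluorescence read at 485/525 nm.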
# USP2a block = blocks human ubiquitin-specific protease USP2a; O75604; USP2 core, Ub-CHOP2 coupled fluorogenic reporter, 485/531; Potency, µM (series often up to 38.3 µM), for inactives: top-dose activity change, negative = inhibition, hits mostly inhibitors; 0.01% of 330,000 active;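 further: potency means the concentration at half of the fitted maximal effect; plate controls were DMSO wells for no effect and full inhibition by NEM control for full effect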
# Target sequence (O75604 whole entry, looked up): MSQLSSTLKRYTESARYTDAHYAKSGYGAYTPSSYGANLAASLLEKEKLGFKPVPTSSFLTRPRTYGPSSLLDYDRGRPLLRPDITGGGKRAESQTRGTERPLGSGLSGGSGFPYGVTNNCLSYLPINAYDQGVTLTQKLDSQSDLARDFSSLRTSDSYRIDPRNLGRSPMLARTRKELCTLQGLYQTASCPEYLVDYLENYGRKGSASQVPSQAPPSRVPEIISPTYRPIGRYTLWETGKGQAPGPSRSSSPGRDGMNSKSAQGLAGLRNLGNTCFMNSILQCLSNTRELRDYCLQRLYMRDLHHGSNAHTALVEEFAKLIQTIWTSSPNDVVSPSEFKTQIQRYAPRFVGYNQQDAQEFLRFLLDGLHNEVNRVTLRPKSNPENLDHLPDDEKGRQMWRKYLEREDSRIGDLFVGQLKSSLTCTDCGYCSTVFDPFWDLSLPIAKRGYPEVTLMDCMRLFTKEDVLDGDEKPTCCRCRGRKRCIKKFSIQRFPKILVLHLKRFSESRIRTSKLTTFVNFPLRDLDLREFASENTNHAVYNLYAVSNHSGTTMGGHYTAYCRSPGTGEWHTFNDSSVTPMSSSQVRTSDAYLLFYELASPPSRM
#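 Deubiquitinase activity read as fluorescence (485/531 nm) after Ub-CHOP2 cleavage activates the enterokinase reporter on its substrate; USP2 core 10nM, Ub-CHOP2 and substrate 25nM each, 30min compound preincubation then 60min RT; data normalized to NEM, curves fitted.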
# uPA generation = inhibitors of cell surface uPA generation; AID 540303; Potency, µM (highest dose often 38.3 µM), for inactives: top-dose activity change, negative = inhibition, hits mostly inhibitors; 0.31% of 330,000 active; cell surface uPA generation assay, qHTS; active means well fitted inhibition curve with a large enough effect; inconclusive means small, poorly fitted or top-dose-only effect; inactive means no such curve, though single readings can be large or run the other way; tested in mouse RAW 264.7 cells; further: potency means the concentration at half of the fitted maximal effect; nearly all actives have a fitted effect of over 55% in size
# The depositor's hits bear a star; i = inactive; ? = inconclusive; . = not tested or not shown. Unless noted, the call rests on the fitted dose curve; in most records, active means well fitted curve in the direction sought with a large enough effect; inconclusive means small, poorly fitted or top-dose-only effect, or another doubt; inactive means no such curve, though single readings can be large; an effect the other way counts as inactive or inconclusive. Unless noted, on the % scale 0 is the no-effect control and ±100 the full control effect.
SMILES,GALK inhibitor,FBPA coupling cs,Giardia kill,BCR signal inh,PKM2 act,B2AR arrestin,hERG WT inh,KCNH2 3.1 block,Eya2 phos inh,USP2a block,uPA generation
Cc1oc2cc3oc(=O)c(CCC(=O)NCCCN4CCCC4=O)c(C)c3cc2c1C,.,0,-9,6%,3%,-0.9%,-7,-8,-18%,3%,-14%
O=C(NC1CCCC1)c1ccc(Cn2c(=O)[nH]c3ccsc3c2=O)cc1,0%,4,-4,-5%,-3%,-0.2%,3,1,9%,0%,0%
NNC(=O)Cn1c(COc2ccc(Cl)cc2)nc2ccccc21,1%,7,-15,-4%,-1%,-0.5%,-12,-7,-1%,-6%,-1%
CCOc1ccccc1C(C(=O)NC1CCCC1)N(C(=O)c1csnn1)C1CC1 (configuration not stated),7%,5,-19,-18%,1%,-0.7%,-19,-18,-18%,-1%,1%
Cc1nnn(C23CC4CC(CC(C4)C2)C3)n1,2%,4,0,.,9%,.,4,2,.,.,.
Cc1cc(C(=O)N2CCCC(C(=O)c3cccc4ccccc34)C2)nc(C)n1 (configuration not stated),-1%,0,-22,2%,6%,3.0%,2,-24,-20%,-2%,-3%
O=C(CN1C(=O)c2ccccc2S1(=O)=O)c1ccc2c(c1)OCCO2,0%,3,?,-16%,5%,-0.1%,-23,-3,5%,1%,2µM*
O=c1[nH]cnc2sc(-c3ccccc3)cc12,-3%,3,-1,?,-5%,0.2%,-4,-4,-36%,5%,-27%
CCc1ccc(C(=O)COC(=O)CNC(=O)COc2ccccc2)cc1,2%,0,?,0%,1%,0.3%,i,6,1%,-11%,3%
O=C(O)c1cnn2c1NC(c1cccs1)CC2C(F)(F)F (configuration not stated),2%,11,-2,1%,-2%,0.0%,-15,-21,6%,-1%,5%
Cn1ncc(C#N)c1NC(=O)c1cc(-c2ccccc2Cl)on1,0%,.,-12,-7%,0%,0.0%,2,-6,12%,-3%,2%
COC(=O)c1ccc(C)c(NC(=O)CCc2cc(OC)c(OC)c(OC)c2)c1,2%,-2,-6,-21%,-2%,0.4%,9,7,11%,4%,1%
O=C(NC(=S)Nc1ccc2[nH]c(=O)[nH]c2c1)c1ccccc1F,3%,.,17,-13%,0%,0.3%,5,0,2%,0%,-1%
CC(C)N1C(=O)CCC1C(=O)NCc1cccs1 (configuration not stated),1%,3,0,?,8%,0.5%,-20,0,11%,1%,7%
COc1ccc(CNC(=O)C(C)c2ccc([N+](=O)[O-])cc2)cc1 (configuration not stated),0%,-2,26,1%,-2%,-0.4%,i,8,6%,-2%,4%
CCN(CC)c1ccc(C(=O)NNC(=O)CNC(=O)c2ccco2)cc1,.,.,-2,-1%,.,0.0%,-2,-16,19%,2%,-1%
CC(Oc1ccccc1Br)C(=O)N1CCc2ccccc21 (configuration not stated),2%,-4,-4,4%,1%,-0.1%,-1,-4,9%,-1%,1%
O=Cc1c(NCc2ccccc2)c2ccccc2[nH]c1=O,4%,2,-7,-3%,5%,-0.3%,9,-10,8%,-1%,8%
CC(C)CCN(C(=O)c1csnn1)C(C(=O)NC1CCCC1)c1ccccc1 (configuration not stated),0%,-2,-22,6%,.,-0.1%,3,6,-18%,-2%,4%
Cc1nc2ccccc2nc(C)c1=NOCc1ccc(Cl)cc1Cl,3%,-4,6,7%,4%,-1.1%,-1,6,-12%,2%,2%
COc1cccc(C(=O)CN(C(=O)c2ccc(Cl)cc2Cl)N2C(=O)c3ccccc3C2=O)c1,0%,-1,14,3%,4%,-0.4%,-3,1,-12%,3%,22%
CC(=O)c1ccccc1NC(=O)COC(=O)/C=C/c1cccs1,.,.,-26,3%,.,-0.3%,2,-25,16%,-1%,-1%
CCCNC(=O)COC(=O)/C=C/c1cccc(F)c1,9%,1,-13,5%,5%,-0.1%,-10,-1,-7%,3%,5%
C[C@H]1CN([C@@H](C)CO)C(=O)Cc2cc(NC(=O)C3CC3)ccc2O[C@H]1CN(C)Cc1ccc(C(=O)O)cc1,.,.,18,?,.,0.0%,-1,-10,13%,6%,3%
O=C(COc1ccc2ccccc2c1Br)Nc1ccncc1,3%,.,-2,?,-16%,-0.3%,2,-3,-9%,1%,-23%

# Three entries from above, sorted by their value in BCR signal inh, smallest number first:
structure,BCR signal inh
Cn1ncc(C#N)c1NC(=O)c1cc(-c2ccccc2Cl)on1,-7%
CCc1ccc(C(=O)COC(=O)CNC(=O)COc2ccccc2)cc1,0%
CC(C)CCN(C(=O)c1csnn1)C(C(=O)NC1CCCC1)c1ccccc1 (configuration not stated),6%

# Following part.
SMILES,GALK inhibitor,FBPA coupling cs,Giardia kill,BCR signal inh,PKM2 act,B2AR arrestin,hERG WT inh,KCNH2 3.1 block,Eya2 phos inh,USP2a block,uPA generation
COc1ccc(C)cc1Nc1n[n+](-c2ccccc2)c(-c2ccc(C(=O)O)cc2)s1,.,1,7,-10%,7%,0.2%,7,-17,-1%,0%,15%
C[C@@H]1CCC[C@]2(O[C@H](CCO)C[C@H](O)[C@H]2O)O1,-4%,7,-11,-1%,0%,4.6%,16,7,4%,1%,0%
O=C(COC(=O)CNC(=O)c1sc2ccccc2c1Cl)Nc1cc(Cl)cc(Cl)c1,-3%,2,-1,5%,-21%,-0.1%,2,-3,2%,4%,-1%
COc1ccc(COC(=O)C2CCN(S(=O)(=O)c3cccs3)CC2)cc1,.,.,13,-14%,.,-0.2%,-1,-11,-1%,-3%,4%
CCSc1nnc(NC(=O)CN2C(=O)NC3(CCCC3)C2=O)s1,.,.,7,0%,.,0.0%,-6,-11,-21%,4%,26%
CCOc1ccc(N=CNc2ccc(OCC)cc2)cc1,3%,-1,7,0%,.,-0.3%,1,4,5%,0%,0%
COC(=O)C(C)N1C(=O)S/C(=C/c2cc(C)n(-c3ccccn3)c2C)C1=O (configuration not stated),0%,-16,1,?,0%,-1.1%,-22,-4,19%,5%,?
CCCCCc1ccc(-c2cn(Cc3ccc4ccccc4c3)nn2)cc1,.,0,-9,12%,1%,0.1%,.,.,-1%,2%,?
CC(=O)Nc1ccc(C=NNc2ccc(S(=O)(=O)Nc3ccccc3C(=O)O)cc2[N+](=O)[O-])cc1,.,.,-8,5%,.,-0.4%,4,7,2%,-2%,0%
Cc1sc2nc(SCC(=O)Nc3ccc(S(=O)(=O)NCCCC(=O)O)cc3)[nH]c(=O)c2c1C,-1%,5,-1,-1%,1%,-0.1%,1,9,11%,4%,-2%

# Structural class, the entries above with a COOH group
SMILES,GALK inhibitor,FBPA coupling cs,Giardia kill,BCR signal inh,PKM2 act,B2AR arrestin,hERG WT inh,KCNH2 3.1 block,Eya2 phos inh,USP2a block,uPA generation
O=C(O)c1cnn2c1NC(c1cccs1)CC2C(F)(F)F (configuration not stated),2%,11,-2,1%,-2%,0.0%,-15,-21,6%,-1%,5%
C[C@H]1CN([C@@H](C)CO)C(=O)Cc2cc(NC(=O)C3CC3)ccc2O[C@H]1CN(C)Cc1ccc(C(=O)O)cc1,.,.,18,?,.,0.0%,-1,-10,13%,6%,3%
COc1ccc(C)cc1Nc1n[n+](-c2ccccc2)c(-c2ccc(C(=O)O)cc2)s1,.,1,7,-10%,7%,0.2%,7,-17,-1%,0%,15%
CC(=O)Nc1ccc(C=NNc2ccc(S(=O)(=O)Nc3ccccc3C(=O)O)cc2[N+](=O)[O-])cc1,.,.,-8,5%,.,-0.4%,4,7,2%,-2%,0%
Cc1sc2nc(SCC(=O)Nc3ccc(S(=O)(=O)NCCCC(=O)O)cc3)[nH]c(=O)c2c1C,-1%,5,-1,-1%,1%,-0.1%,1,9,11%,4%,-2%
